Screening results: PubChem BioAssay, Sanford-Burnham Center for Chemical Genomics
MPTP inh = blocks calcium-induced mitochondrial swelling; AID 602449; 1.4% of 360,000 active; inhibition, % at 10 µM; isolated mouse mitochondria, Ca2+ swelling absorbance, 30 min;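 active means inhibition of 50% or more, scaled per plate between neutral and stimulator controls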;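 further: 0% = DMSO wells given calcium and 100% = 1 mM EGTA wells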
TIM10 inh = inhibits growth of TIM10 yeast strain. S. cerevisiae TIM10 strain growth, BacTiter-Glo luminescence, 24 h. inhibition, % at 10 µM. 1.4% of 330,000 active;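 active means inhibition of 40% or more at the single tested concentration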;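 further: wild-type TIM10 isogenic control strain grown at permissive 25 °C; 0% = DMSO yeast wells and 100% = minimal medium wells without yeast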
NLRP3 yeast inh = inhibitors of NALP3 inflammasome in yeast; Yeast reconstituted NLRP3/ASC/caspase-1, beta-gal luminescence, 24 h; inhibition, % at 10 µM; 0.39% of 330,000 active; AID 2825;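 active means inhibition of 50% or more; inactive means inhibition below 50%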;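 further: plate controls were induced DMSO wells for no effect and uninduced yeast grown without galactose for full effect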
APJ agonist = activates the human apelin receptor APJ | 0.11% of 330,000 active | CHO-K1 APJ PathHunter beta-arrestin, luminescence; 0% DMSO wells, 100% apelin | activation, % at 20 µM;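 active means activation more than six SD over the plate average, tested at 20 µM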;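 further: 0% = DMSO alone and 100% = apelin-13 at 10 nM; some results filed as inactive read as strong as hits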
Target sequence (P35414 whole entry, looked up): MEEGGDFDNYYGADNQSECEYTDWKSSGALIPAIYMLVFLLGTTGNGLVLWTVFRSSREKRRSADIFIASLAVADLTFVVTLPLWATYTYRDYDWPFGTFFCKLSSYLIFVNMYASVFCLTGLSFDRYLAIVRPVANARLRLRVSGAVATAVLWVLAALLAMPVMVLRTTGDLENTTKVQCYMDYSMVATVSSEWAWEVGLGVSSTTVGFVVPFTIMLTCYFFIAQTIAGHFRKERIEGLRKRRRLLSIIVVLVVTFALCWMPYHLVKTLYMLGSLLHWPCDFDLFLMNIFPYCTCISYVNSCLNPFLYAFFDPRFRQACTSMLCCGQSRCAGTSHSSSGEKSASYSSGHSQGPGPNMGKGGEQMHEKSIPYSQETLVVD
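Test system – PathHunter CHO-K1 APJ (AGTRL-1) beta-arrestin reporter cells · Input – 1000 cells/well · Compound – single test compound dose, 20 µM final, 1% DMSO · Times – compound stimulation 90 min at 25 °C, detection 60 min · Technique – beta-gal luminescence · Read-out basis – APJ–arrestin association signal · Control set – negative DMSO alone, positive Apelin-13 at 10 nM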
tim10-1 inh = growth inhibitors of tim10-1 mutant yeast | AID 463190 | S. cerevisiae tim10-1 ts strain growth, BacTiter-Glo, 24 h | 2.2% of 330,000 active | inhibition, % at 20 µM;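 active means inhibition of at least 40%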;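 further: mutant grown at 25 °C; 0% = DMSO wells with yeast and 100% = wells holding no yeast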
APJ antag = antagonists of human APJ apelin receptor; P35414; CHO-K1 APJ beta-arrestin complementation, luminescence; AID 2521; 0.32% of 330,000 active; inhibition, % at 20 µM;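 active means inhibition above about 40% at 20 µM, limit read from the data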;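 further: cells challenged with 10 nM apelin-13 agonist together with compound; plate controls were apelin-13 plus DMSO wells for no effect and DMSO wells lacking apelin-13 for full effect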
MIN6 prolif = induces beta-cell replication in MIN6 cells. 0.29% of 330,000 active. MIN6 cells proliferation, ATPlite luminescence, 48 h; cells starved in 0.2% serum; 100% = growth in 10% serum. proliferation, % at 10 µM;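 active means compounds whose signal lies at least 3.5 SD above the mean of all wells on their plate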;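 further: 0% = DMSO-treated cells in low-serum medium and 100% = 10% serum control; some compounds called inactive have numbers as strong as hits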
NR3A LBD binder = modulators (binders) of human NR3A ligand-binding domain; NR3A LBD differential scanning fluorimetry, Tm shift; 0% = protein alone, 100% = glycine-bound protein; Tm shift relative to glycine control, % at 25 µM; 2.5% of 340,000 active;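 active means melting temperature shift of at least 10% of the positive control shift, at one fixed dose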
tim23-1 inh = growth inhibitors of tim23-1 mutant yeast; S. cerevisiae tim23-1 growth, BacTiter-Glo luminescence, 24 h; inhibition, % at 20 µM; 1.3% of 330,000 active; AID 463212;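 active means growth inhibition of the mutant yeast at or above 50%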;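 further: temperature-sensitive mutant grown at 25 °C; plate controls were DMSO-treated mutant yeast for no effect and medium wells lacking yeast for full effect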
Numbers without * were called inactive; . = no result given.

SMILES	MIN6 prolif	tim23-1 inh	TIM10 inh	NR3A LBD binder	APJ agonist	MPTP inh	tim10-1 inh	APJ antag	NLRP3 yeast inh
Cc1ccc(NC(=O)/C(=C/c2cccc(Br)c2)NC(=O)c2ccco2)cc1	0	-1	5	-5	-4	1.2	6	7	-4
CCOC(=O)N1CCN(C(=O)CCc2ccc(S(=O)(=O)NC(C)C)cc2)CC1	-2	0	-4	2	-1	7.1	4	1	19
COc1cc(C(=O)NCc2ccc(-c3nc4ccccc4o3)cc2)cc(OC)c1OC	-3	-9	-12	2	0	-0.5	-20	-10	5
Cc1nnc2ccc(-c3ccc(NS(=O)(=O)c4ccc(Cl)s4)cc3)nn12	-2	10	11	-9	8	-0.7	15	-15	18
Cc1nc(CN(C)C(=O)c2cc(COc3ccc4ncccc4c3)on2)cs1	-6	4	8	0	1	99*	18	-3	8
CN(C(=O)COC(=O)CSCc1cccc(Cl)c1)c1c(N)n(Cc2ccccc2)c(=O)[nH]c1=O	0	16	20	-2	-3	0.4	7	-21	11
Cc1[nH]c2ccc(Br)cc2c(=O)c1CN1CCCCC1	2	9	7	1	-2	-1.1	5	-2	10
CN(C1CCCCC1)C(CNS(=O)(=O)c1ccccc1)c1ccccc1 (stereo unspecified)	0	7	4	-2	-4	-1.7	6	12	4
NC(=O)c1ccc(SCC(=O)OCC(=O)NC2CCCCCCC2)c([N+](=O)[O-])c1	-5	-3	12	-6	-4	-2.2	-1	-5	0
CC(C)CC(C(=O)NCC1CCCO1)N(C(=O)Cn1nnc(-c2ccc(F)cc2)n1)c1ccccc1F (stereo unspecified)	-3	27	8	4	-2	2.2	15	12	-8
O=C(COC(=O)C(Cc1ccccc1)NC(=O)c1ccccc1)c1ccccc1 (stereo unspecified)	-3	2	-15	3	-1	0.4	2	3	19
O=C(CCC(=O)N/N=C/c1ccc(Br)s1)NCc1ccccc1	-1	3	0	-2	0	0.4	7	6	11
O=C(NCCN1CCOCC1)C(=O)NCC1OCCN1C(=O)c1ccc(Cl)cc1 (stereo unspecified)	-3	-10	-5	0	-3	-1.1	-7	0	11
CC1CCCC(NC(=O)COC(=O)/C=C/c2ccco2)C1C (stereo unspecified)	-2	24	10	1	-6	0.6	7	7	8
O=C(CCNC(=O)c1ccccc1)N=Nc1c(O)[nH]c2ccccc12	-2	-5	10	.	-4	.	14	1	-2
CCOCCCNC(=O)c1ccc(Br)cc1	-1	-13	-33	-2	2	-0.1	15	9	11
CC(=O)CCc1oc2ccc(C)cc2c1-c1ccccc1	-2	15	15	1	-2	-1.6	3	9	16
CCOC(=O)c1c(C(C#N)C#N)cc(C)nc1C	0	19	-7	1	4	1.3	2	-3	2
COc1ccc2c(C(=O)c3ccc(Cl)cc3)n(CCCC(N)=O)[n+]([O-])c2c1	-7	1	6	-1	3	0.0	-7	4	23
Cc1ccc(S(=O)(=O)NCCCNS(=O)(=O)c2ccccc2[N+](=O)[O-])cc1	-2	-2	-1	3	1	0.9	-4	-28	18
COc1ccccc1CCC(=O)Nc1nccs1	-3	21	-5	-1	0	-0.1	18	-6	-3
COc1cccc(CNC(=O)C2CCN(c3nn4c(=O)cc(C)nc4s3)CC2)c1	0	-1	-3	-1	-1	-1.3	-7	-1	6
CCCCSc1nc(C)cc(C)c1S(=O)(=O)c1ccccc1C	-3	17	-2	0	-3	4.7	13	21	1
O=C(Nc1ccc(S(=O)(=O)N2CCCCC2)cc1)c1ccco1	-3	25	25	-2	0	-0.7	19	-1	-4
C#CCOCCOCCOCCNc1nc(N2CCN(C(=O)[C@H](CCC(=O)O)n3cc(C(N)Cc4ccc(O)cc4)nn3)CC2)nc(N2CCN(C(=O)[C@H](Cc3cc4ccccc4[nH]3)n3cc(C(N)CC(C)C)nn3)CC2)n1 (stereo partly specified)	5	10	-6	.	3	.	8	18	12
CCn1cc(Br)c(C(=O)N(C)Cc2ccccc2)n1	-2	16	16	1	-8	0.3	19	4	12
COc1ccc(/C=N/NC(=O)c2ccc(Br)o2)cc1Cn1cc([N+](=O)[O-])cn1	0	-6	4	4	-1	0.8	-4	1	-6
Cn1cc(CN2CCN(Cc3cccnc3)CC2)c(-c2ccc3c(c2)OCCO3)n1	-3	11	-7	-2	-2	1.3	9	3	18
CC(=O)c1cc2c(cc1NC(=O)CN1CCN(c3ccc(F)cc3)CC1)OCO2	0	16	2	0	-4	-0.4	30	-2	11
COc1ccc(-c2[nH]ncc2CN2C[C@@H]3CCC[C@H]2C3)c(F)c1	-3	8	5	-1	-3	-5.2	0	14	4
Cc1cccc(OCc2nc(C#N)c(N3CCCC3)o2)c1	-2	24	11	5	-1	1.4	12	16	57*
CCOc1cc(CNc2ccc(N3CCCC3)cc2)cc(Cl)c1OC	-5	15	-12	-3	1	2.2	3	-16	33
COc1c(C)cc(C(=O)C2CCCN(C(=O)/C=C/c3ccccn3)C2)cc1C (stereo unspecified)	-4	13	25	1	-1	0.7	18	13	-3
N#C/C(=C\c1cccc([N+](=O)[O-])c1)C(=O)Nc1cccnc1	1	28	1	1	-2	-0.1	26	4	-4
COc1ccc2[nH]c(=O)c(CN(c3ccccc3)S(=O)(=O)c3ccccc3)cc2c1	3	-8	14	-7	5	0.1	-1	2	-2
CCOc1ccc(C(=O)Nc2ccncc2)cc1	-3	-1	7	-13	-1	2.1	3	14	-13
Cc1ccc(-n2nnnc2SCc2nnc(-c3ccccc3Br)o2)c(C)c1	-3	17	-9	-3	-4	2.3	14	16	7
N#Cc1c(SCC(=O)Nc2nc3ccccc3s2)sc2c(O)cc(=O)[nH]c12	-3	13	10	5	-1	-0.4	10	-16	8
COc1ccc(CCNC(=O)C(Sc2ccccn2)c2ccccc2)cc1OC (stereo unspecified)	-1	16	-3	2	-1	17	11	-3	0
O=C(N=C1SC2CS(=O)(=O)CC2N1c1cccc(Cl)c1Cl)C1CC1 (stereo unspecified)	-1	11	-3	1	-3	0.5	13	8	13
Cc1ccccc1Nc1nc(NCc2ccco2)c2ccccc2n1	-7	13	10	-4	1	41	-3	-7	5
O=C(CCc1cnccn1)NC1CCCc2c1cnn2-c1ccc(F)cc1F (stereo unspecified)	-3	4	3	-1	1	3.3	15	15	-3
CCC(C)NC(=O)CSc1ccc(S(=O)(=O)N2CCN(Cc3ccccc3)CC2)cn1 (stereo unspecified)	-1	21	14	1	-3	-0.4	25	9	-5
COc1ccc(-c2nsc3c(N4CCCCC4C)ncnc23)cc1 (stereo unspecified)	-5	26	21	-2	-3	-0.1	18	5	17
Cc1ccc(NC(=O)CCN2C(=O)NC3(CCCC3)C2=O)cc1S(=O)(=O)N1CCOCC1	-6	-3	1	-3	1	-0.1	-4	-2	9
CC(=O)NCCC(Cc1ccccc1)c1ccco1 (stereo unspecified)	-1	4	4	-1	-1	-0.9	3	7	9
COc1cccc(Cn2nnc(C(=O)NCc3ccc4c(c3)OCO4)c2N)c1	2	-4	13	-1	-2	3.2	16	-14	11
COc1ccc(CCNC(=O)c2ccccc2OCc2ccccc2)cc1	0	6	-35	2	-5	-0.7	19	19	25
Nc1nc(-c2ccco2)nn1S(=O)(=O)c1ccccc1	-1	22	11	0	-2	0.2	8	5	19
CN(c1ccccc1)S(=O)(=O)c1ccc(C(=O)N2CCN(c3ccccc3Cl)CC2)cc1	-5	34	14	-1	-3	-0.9	16	-10	6
CCOC(=O)/C(=N\Nc1cc(Cl)ccc1Cl)N1CCN(C)CC1	-3	5	21	-2	-1	-0.2	2	0	10
CCCN1C(=O)C2(C(C(=O)c3ccc(C)o3)=C(O)C(=O)N2CCCN2CCOCC2)c2ccccc21 (stereo unspecified)	-4	9	8	4	-5	-0.4	-3	15	16
O=C(CN1CCCCC1)Nc1ccccc1Cl	2	-2	-15	-1	-1	0.3	-18	2	6
CC[C@]12c3[nH]c4ccccc4c3CCN1C(=O)C(CC(=O)NCCCN(C)C)C[C@@H]2C(=O)N1CCN(C(=O)c2ccco2)CC1 (stereo partly specified)	0	13	-2	-2	-2	-0.4	9	3	5
O=C(ON=C1CCN(S(=O)(=O)c2ccccc2)CC1)c1ccc(F)cc1	2	46	37	2	7	1.9	52*	-9	-2
CC(Sc1nc2ccccc2[nH]1)C(=O)Nc1ccccc1F (stereo unspecified)	-3	19	20	0	-3	0.7	-24	1	-12
Cc1cccc(NS(=O)(=O)c2ccc(-n3cccn3)cc2)c1C	2	4	11	0	5	1.8	9	8	0
CCCCOc1ncnc2c1[nH]c1ccc(OCC)cc12	-1	-6	-10	-1	-1	0.8	22	-1	11
O=C1C(Cc2ccccc2)Nc2ncnc(N3CCCCC3)c2N1Cc1ccc(Cl)cc1 (stereo unspecified)	-9	25	21	-4	-15	-1.0	37	-9	9
CC(=O)c1ccc(OCc2cc(C(=O)N3CCN(c4ccccc4)CC3C)no2)cc1 (stereo unspecified)	-2	9	12	2	-1	-1.1	24	21	16

Structures above marked active in NLRP3 yeast inh.
| Molecule | TIM10 inh | NR3A LBD binder | APJ agonist | MPTP inh | APJ antag | NLRP3 yeast inh |
| --- | --- | --- | --- | --- | --- | --- |
| Cc1cccc(OCc2nc(C#N)c(N3CCCC3)o2)c1 | 11 | 5 | -1 | 1.4 | 16 | 57* |

Following part
SMILES	MIN6 prolif	tim23-1 inh	TIM10 inh	NR3A LBD binder	APJ agonist	MPTP inh	tim10-1 inh	APJ antag	NLRP3 yeast inh
OCc1nc2ccccc2n1CCc1ccccc1	3	-1	3	1	-2	0.5	8	-2	13
Cc1ccc2nc(NC(=O)CSCC(=O)Nc3cc(C)on3)sc2c1	-1	5	4	-3	-5	-0.5	-7	-64	2
COc1cc(Nc2nc(SCC#N)nc3ccccc23)cc(OC)c1OC	-2	-6	-13	1	0	0.4	-3	5	18
O=C1CCC(C(=O)NCCN2C(=O)S/C(=C\c3cccnc3)C2=O)=NN1	1	2	-8	1	0	0.5	7	-4	4
CCn1cnc2sc(C(=O)Nc3ccccc3OC)c(C)c2c1=O	1	-15	-9	-1	-3	2.0	-8	15	2
CCCCSC(=S)N(C)C1CCS(=O)(=O)C1 (stereo unspecified)	1	14	10	-3	-4	-1.2	20	-28	20
CCOC(=O)/C=C1\SCC(=O)N1CC(=O)NC1CCCCC1	-1	12	-2	.	1	0.6	-6	7	7
CCOc1ccccc1-n1nnnc1SCC(=O)OC	-2	-5	-8	1	-3	0.3	-1	8	5
CC1CN(/C=C/C(=O)C(F)(F)F)CC(C)O1 (stereo unspecified)	-2	-1	-6	0	2	0.1	-12	2	18
C=CCNC(=S)NC(=O)c1oc2ccccc2c1C	-1	-3	7	0	-5	1.7	14	5	-9
Cc1ccc(NC(=O)CCN2C(=O)c3cccc([N+](=O)[O-])c3C2=O)c(Br)c1	-1	2	-5	0	1	-0.7	-9	-12	16
CC(c1ccccc1)N(CCC(c1ccccc1)C1CCOC(C)(C)C1)C(=O)c1ccco1 (stereo unspecified)	0	38	25	-3	2	-0.3	32	-14	10
Cc1ccc(S(=O)(=O)NCc2ccccn2)c(C)c1C	-2	12	7	-2	0	-0.6	4	-1	11
